# Screens: PubChem BioAssay, NCI
# Growth percent in the NCI-60 one-dose screen (48 h, 10 µM unless noted): 100 = growth as untreated, 0 = no growth, -100 = all killed.
# NCI-H460 – NCI-H460 lung cancer. actives 6.8% (n = 82,000)
# RXF 393 – RXF 393 renal cancer cells; AID 1794773; actives 6.9% (n = 77,000)
# ACHN – ACHN renal cancer. actives 4.9% (n = 81,000). AID 1794771
# NCI-H23 – NCI-H23 lung cancer | actives 4% (n = 80,000)
# A498 – A498 renal cancer cells; actives 5.4% (n = 76,000); AID 1794774
# NCI-H522 – NCI-H522 lung cancer. AID 1794739. actives 8% (n = 78,000)
# CAKI-1 – CAKI-1 renal cancer; actives 4.7% (n = 75,000)
# NCI/ADR-RES – NCI/ADR-RES ovarian cells; actives 4.4% (n = 81,000)
# NCI-H226 – NCI-H226 lung cancer; actives 3.5% (n = 79,000); AID 1794732
# An asterisk follows results filed as active; nt = not tested or not shown; & = joins results of further samples. Rule for the calls: active = growth percent below 10; inactive = the rest.
Molecule	ACHN	NCI-H522	NCI-H23	RXF 393	NCI-H226	CAKI-1	A498	NCI-H460	NCI/ADR-RES
CCN(CC)C(=O)O/N=C(/C)c1ccccc1	112.0	92.1	95.1	102.3	113.6	114.6	103.4	109.7	103.0
N#Cc1ccc(OC(=O)Nc2ccc(Br)cc2)cc1	103.8	92.7	103.1	105.6	105.8	104.8	84.3	102.1	106.6
O=C(CN1CCN(c2ccccc2)CC1)Nc1nc2c(s1)Nc1ccccc1NC2=O	107.1	89.1	100.3	nt	104.1	100.8	115.3	104.5	103.4
Clc1ccc([I+]c2ccc(Cl)cc2Cl)c(Cl)c1	29.6	-91.1*	18.0	-15.1*	101.5	27.0	69.9	81.0	79.4
CC(=O)C1CCC2C3CC=C4CC(O)CCC4(CO)C3CCC12C (stereo not given)	109.4	88.3	102.8	119.0	113.2	88.0	101.0	107.2	105.7
CCC(N)(C(=O)O)c1ccccc1 (stereo not given)	98.1	109.2	97.5	nt	99.7	76.0	97.7	104.3	98.2
Cc1ccc(C(=O)NN)cc1	115.2	102.0	101.2	102.7	109.2	nt	nt	nt	103.2
CC(NC(=O)C(Cc1ccc(OC(=O)c2ccccc2)cc1)NC(=O)OC(C)(C)C)C(=O)NCC(=O)NC(Cc1ccccc1)NC(=O)OCc1ccccc1 (stereo not given)	100.0	100.0	105.7	95.7	94.0	96.1	88.3	91.6	105.1
Cc1c(C(N)=O)sc2c1c(=O)n(Cc1ccccc1)c1nnc(S(=O)(=O)CC(=O)NCc3ccccc3)n21	106.8	97.3	99.0	102.6	88.6	92.9	86.3	109.9	98.6
COc1cc(C(NS(=O)(=O)c2ccc(Cl)cc2)c2nnc(-c3ccccc3)o2)cc(OC)c1OC (stereo not given)	96.3	80.9	85.0	88.7	93.6	89.7	88.0	102.2	88.4
NS(=O)(=O)c1cc2c(cc1C(F)(F)F)NCNS2(=O)=O	97.6	97.7	101.9	121.2	105.5	94.3	108.7	109.6	98.8
COc1cnc(SC)nc1Nc1ccc(C#N)cc1	110.2	87.6	99.8	175.6	97.5	nt	81.8	110.7	97.4
CC1=C(C(=O)Nc2ccccc2)C(c2ccc(-n3cncn3)cc2)n2c(nc3ccccc32)N1 (stereo not given)	105.7	90.3	97.4	102.9	96.1	85.0	105.3	103.6	99.3
O=C(O)c1ccc(NCn2nc(-c3cc(-c4ccccc4)nc4ccccc34)oc2=S)cc1	95.1	89.5	101.8	116.2	95.2	85.9	56.6	102.4	97.3
Nc1nccc2c1ccn2-c1cccc(NC(=O)c2cccc(C(F)(F)F)c2)c1	90.6	104.1	95.1	121.1	83.7	92.4	89.7	97.2	95.4
CCCCCCCCCCCCCCCC[N+]1(C)CCN(SN2CC[N+](C)(CCCCCCCCCCCCCCCC)CC2)CC1	66.2	54.8	52.8	-7.8*	78.9	43.4	nt	29.6	96.3
Cc1cccc2c3c(sc12)C(c1ccc(Cl)cc1)c1c(nc(CC(=O)Nc2ccccc2)[nH]c1=O)O3 (stereo not given)	47.3	26.9	55.1	39.9	65.4	41.1	41.5	42.1	26.7
Cc1cc(O)c(C(C)C)cc1Cl	105.6	100.6	105.7	120.3	96.7	99.7	118.0	99.1	112.4
Nc1c(-c2nc3ccccc3c(=O)[nH]2)nnn1-c1ccc(Cl)cc1	87.0	52.5	78.9	81.9	102.0	70.2	57.4	56.2	56.4
C#CCOc1ccccc1C(OC(=O)c1ccc(OCC)cc1)C(=O)NC(C)(C)C(C)(C)C (stereo not given)	85.0	56.5	64.1	51.4	66.4	42.3	84.7	78.7	69.4
C[C@]12CCC=CC1=C[C@@H]1[C@@H]2CC[C@]2(C)C(=O)CC[C@@H]12	102.3	84.5	101.5	116.1	97.2	nt	83.4	104.8	112.1
COc1ccc(Cc2n[nH]c(=S)n2-c2ccc(Cl)cc2)cc1	98.4	91.9	102.5	115.2	97.6	87.8	93.0	100.3	102.9
Cn1c(=O)c2c(nc(NC(=S)N=Nc3c(O)[nH]c4ccccc34)n2Cc2ccccc2)n(C)c1=O	62.2	94.7	77.3	88.6	72.6	77.6	25.4	96.1	90.6
O=C(CN1CCN(CCN2C(=O)c3cccc4cccc(c34)C2=O)CC1)Nc1ccc2ncsc2c1	33.2	42.5	58.2	45.5	59.0	45.4	nt	22.5	44.1
NS(=O)(=O)c1ccc(Nc2nc(N/N=C/c3cn[nH]c3-c3ccccc3)nc(Nc3ccccc3)n2)cc1	97.4	112.4	98.6	95.9	89.5	90.4	110.4	115.0	103.6
O=C(C[n+]1cccc2ccccc21)c1ccc(O)c(O)c1	23.7	20.9	78.5	49.6	62.1	83.6	88.4	92.6	75.4
COc1ccc(NC(=O)c2ccc3c(c2)NC(=O)[C@H]2CCCN32)cc1	107.9	68.2	93.3	95.9	100.8	nt	88.3	103.3	96.8
CC(=O)Nc1cc2c(cc1Cl)Cc1cc(Cl)ccc1-2	88.2	79.6	77.1	98.7	83.0	75.6	nt	95.9	97.0
CCCCNCC(=O)Nc1ccc(C(=O)OCC)cc1	nt	69.1	105.2	109.8	89.8	nt	100.8	105.9	107.4
CCOC(=O)c1sc(-c2ccc(OS(=O)(=O)c3ccccc3[N+](=O)[O-])c(C=O)c2)nc1C	101.1	18.8	50.6	108.4	nt	38.8	-84.6*	91.2	61.6

# Structural class, those above containing two or more sulfur atoms.
Molecule	ACHN	NCI-H522	NCI-H23	RXF 393	NCI-H226	CAKI-1	A498	NCI-H460	NCI/ADR-RES
Cc1c(C(N)=O)sc2c1c(=O)n(Cc1ccccc1)c1nnc(S(=O)(=O)CC(=O)NCc3ccccc3)n21	106.8	97.3	99.0	102.6	88.6	92.9	86.3	109.9	98.6
NS(=O)(=O)c1cc2c(cc1C(F)(F)F)NCNS2(=O)=O	97.6	97.7	101.9	121.2	105.5	94.3	108.7	109.6	98.8
CCOC(=O)c1sc(-c2ccc(OS(=O)(=O)c3ccccc3[N+](=O)[O-])c(C=O)c2)nc1C	101.1	18.8	50.6	108.4	nt	38.8	-84.6*	91.2	61.6

# (more compounds)
Molecule	ACHN	NCI-H522	NCI-H23	RXF 393	NCI-H226	CAKI-1	A498	NCI-H460	NCI/ADR-RES
O=C1N[C@H]2C[C@@](O)(N1)[C@@H]1OCC2O1	106.0	92.3	95.1	95.9	93.9	93.6	78.0	102.4	105.6
COC(=O)C12C3C(=O)N(Cc4ccc5c(c4)OCO5)C(=O)C3C(c3cn(-c4ccccc4)nc3C)N1[C@H](c1cn(-c3ccccc3)nc1C)[C@@H]1C(=O)N(Cc3ccc4c(c3)OCO4)C(=O)[C@@H]12 (stereo not given in full)	102.5	98.3	103.0	99.6	101.2	91.3	93.0	101.5	100.9
COc1ccc(OC)c([N+](=O)[O-])c1C=O	92.5	76.9	106.9	80.6	92.0	72.2	59.2	108.0	112.9
O=C(CS)Nc1cccc(O)c1	nt	83.3	98.0	119.6	98.1	nt	103.4	102.7	102.7
Cn1cc(-c2csc(-c3cn(C(=O)OC(C)(C)C)c4ccccc34)n2)c2cccnc21	77.5	-8.2*	70.4	80.1	91.4	58.7	79.7	60.7	29.3
O=C(Nc1ccc(C2=NCCN2)cc1)c1ccc(C(=O)Nc2ccc(C3=NCCN3)cc2)cc1	104.1&98.2	91.1&96.9	94.4&65.0	140.0&129.4	114.3&91.7	101.2&102.7	139.5	96.8&64.3	106.9&101.7
COc1cc(/C=C/C(=O)c2ccc(Nc3ncnc4ccccc34)cc2)cc(OC)c1	76.8	71.4	72.0	nt	80.2	69.3	85.9	81.4	73.6
Cc1c(N)cccc1C(=O)O	104.5	112.0	105.5	111.8	105.1	96.6	99.4	107.6	101.8
O=Cc1cccc(S(=O)(=O)O)c1	109.2	86.2	99.3	112.8	100.1	101.1	29.6	106.6	102.9
Nc1nc(-c2ccc(Cl)cc2)cc(-c2cc3ccccc3oc2=O)n1	92.5	nt	92.5	111.9	88.9	84.1	99.5	101.3	107.9
FC(F)(F)c1cccc(/C=C/c2nn3c(-c4ccc(Br)cc4)nnc3s2)c1	105.5	100.1	nt	124.9	98.7	94.1	85.7	103.8	116.5
O=C(O)CNC(=O)c1nc(-c2ccccc2)n(-c2ccc(Cl)cc2)n1	111.5	87.7	98.1	113.0	97.4	97.7	131.7	105.8	102.4
Cc1cnc(SCc2ccccc2Cl)nc1SCc1ccccc1Cl	103.3	76.1	99.7	102.7	92.9	nt	72.0	102.9	108.7
c1cc2c(c(CC3CO3)c1CC1CO1)OCCOCCOCCOCCO2 (stereo not given)	97.4	92.3	95.0	98.5	94.3	98.6	98.6	102.3	nt
N=C(N)c1ccc(-c2ccc(-c3c[nH]c(=O)[nH]c3=O)o2)nc1	97.8	99.6	105.6	115.8	93.6	98.8	94.0	105.1	103.3
C=C1C(=O)O[C@H]2[C@H]1CC/C(COC(=O)NCc1ccccc1OC)=C\CC[C@@]1(C)O[C@@H]21	6.7*	-73.6*	73.6	10.0	55.6	13.7	67.1	59.2	86.0
COc1cc([N+](=O)[O-])ccc1O	92.0	111.2	95.0	115.8	94.8	88.8	101.9	114.7	99.1
CCC(=O)OC(C)COc1ccccc1 (stereo not given)	112.6	99.1	95.7	100.3	99.9	107.9	91.6	106.6	103.6
COc1cc(-c2nnc(SCC(=O)Nc3ccc(C(=O)/C=C/c4ccccc4)cc3)n2-c2ccccc2)cc(OC)c1OC	102.0	71.3	102.3	106.4	98.4	nt	91.8	99.2	97.8
COC(=O)C1ON=C(c2no[n+]([O-])c2C)C1C(=O)OC (stereo not given)	95.5	98.1	95.2	99.4	94.5	90.2	104.0	103.7	97.6
N#Cc1c(O)ccc(O)c1C#N	95.0	83.8	106.2	127.1	94.8	94.0	102.7	106.9	109.9
NC(=O)c1ccc(Cl)c(Cl)c1	106.9	92.7	108.1	83.6	100.9	100.6	111.4	101.5	111.9
CCN1CCN(c2ccc3c4c(cccc24)C(=O)N(c2ccc(/C(=C(\C)c4ccccc4)c4ccccc4)cc2)C3=O)CC1	95.8	88.9	78.6	82.2	81.0	95.3	95.5	92.8	92.1
C#CCOc1ccc(/C=N/Nc2nc(-c3ccc(OC)cc3)cs2)cc1OCC#C	70.9	65.2	53.1	81.8	59.7	88.2	78.3	83.5	69.1
CNC1=C(Br)C(=O)c2c(C(=O)OC)c(C)nc(C)c2C1=O	72.0	64.3	31.8	63.5	86.3	68.2	93.1	30.4	74.7
CC(=O)C(=Cc1ccc2c(c1)OCO2)C(C)=O	103.2	84.9	98.1	132.2	107.5	nt	97.7	111.6	101.2
COc1cc(NC(=O)COc2cc(C)nc3ccc(OC)cc23)cc(OC)c1	82.0	75.0	86.9	94.2	87.1	nt	63.7	95.0	86.6
COC(=O)c1nc(N)nc(C(=O)OC)c1C(=O)c1ccco1	106.7	107.5	103.4	107.4	94.9	95.1	108.8	152.2	106.3
O=C(Nn1c2c(sc1=NC1CC1)C(=O)c1ccccc1C2=O)c1cc2ccc1CCc1ccc(cc1)CC2	25.6	37.3	9.6*	53.7	64.9	30.8	89.4	53.9	17.8
COc1ccc(-c2cc(NC(=O)Nc3nc4ccccc4s3)no2)cc1	105.1	92.6	94.3	106.3	91.3	83.4	70.5	51.2	98.9
NS(=O)(=O)c1ccc(NC(=S)NC(=O)c2ccc(OCc3ccccc3)cc2)cc1	96.3	99.7	98.2	96.3	85.6	87.7	93.4	109.4	93.9
O=S(=O)(Nc1ccc(OCc2nnc(-c3ccccc3)o2)c(F)c1)c1ccc(Cl)cc1	87.4	88.6	97.0	92.2	77.7	98.9	82.0	96.8	87.9
OB(O)c1cccc(-c2nc3ccc4[nH]ncc4c3c3c2CCCC3)c1	38.0	62.9	73.0	13.6	81.6	-11.5*	15.2	32.6	87.6
CC(C)CCOCCOCCCN1C(=O)C2C3C=CC(C3)C2C1=O (stereo not given)	102.8	88.8	100.1	100.2	93.7	97.5	96.7	100.5	102.7
O=C1C2Cc3ccccc3C(=O)N2C(=S)N1c1ccccc1 (stereo not given)	101.5	101.1	102.5	99.6	92.0	90.9	106.8	109.8	107.6
COc1cc(N2CCOCC2)ccc1N	97.5	80.1	100.0	121.7	106.0	95.0	102.2	99.1	100.3
O=C(Nc1nc(-c2ccc(Cl)cc2)cc(-c2ccc(Br)cc2)n1)c1cccnc1	90.8	85.7	85.2	72.6	74.4	75.4	99.6	96.1	99.7
O=c1c2sc3ncccc3c2nnn1-c1ccccc1	105.6	111.1	99.1	101.4	100.1	93.5	101.6	106.0	106.6
CC(CN=C(CC(=O)c1ccc(Br)cc1)c1ccccc1)N=C(CC(=O)c1ccc(Br)cc1)c1ccccc1 (stereo not given)	77.8	63.5	80.4	nt	85.8	59.7	16.4	95.5	77.3
CCOC(=S)SCC(=O)NC(=O)c1ccccc1	95.4	92.9	93.7	112.9	101.2	96.4	85.4	96.7	93.8

# Complete entries as entered above.
# Listed for `COc1cc(N2CCOCC2)ccc1N` : ACHN: 97.5; NCI-H522: 80.1; NCI-H23: 100.0; RXF 393: 121.7; NCI-H226: 106.0; CAKI-1: 95.0; A498: 102.2; NCI-H460: 99.1; NCI/ADR-RES: 100.3
# Listed for `OB(O)c1cccc(-c2nc3ccc4[nH]ncc4c3c3c2CCCC3)c1` : ACHN: 38.0; NCI-H522: 62.9; NCI-H23: 73.0; RXF 393: 13.6; NCI-H226: 81.6; CAKI-1: -11.5*; A498: 15.2; NCI-H460: 32.6; NCI/ADR-RES: 87.6
